APP transl inh: inhibitors of APP translation via 5'UTR reporter, primary screen, APP 5'UTR luciferase, SH-SY5Y cells; inhibition, % at 2 µM; 190,000 tested, 0.82% active; AID 1285, 2008; SH-SY5Y APP 5'UTR-luciferase reporter, luminescence;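 active = inhibition above a set limit, derived from the sample mean plus 3 SD, cut at about 45% in these data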; also: values of inactives mirror those of a sister screen read the other way
RAM inhibit: inhibitors of the yeast RAM network, primary screen, dse1pr::URA3 reporter, 5-FOA selection | S. cerevisiae dse1pr::URA3 reporter, 5-FOA growth OD615, 2 d; analog-sensitive cbk1-as2 kinase mutant strain | inhibition, % at 50 µM | 190,000 tested, 1.8% active | AID 868, 2007;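 active = inhibition above a set limit, 3 SD over mean compound inhibition, cut at about 8.4% in these data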;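 also: 0% = DMSO-only wells with no growth and 100% = 10 µM 1-NA-PP1 full growth; inhibition rescues growth on 5-FOA so higher OD means more RAM inhibition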
FLuc inh counter: firefly luciferase enzyme inhibitors, primary screen, artefact control for luciferase-based inhibitor screens, biochemical, luminescence, ATPLite; Luciferin 4-monooxygenase (Photinus pyralis), P08659; 10 min; inhibition, % at 10 µM; 200,000 tested, 1.5% active; AID 1006, 2008;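 active = inhibition above about 50% when tested at 10 µM, limit read from the data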
Target sequence (P08659 whole entry, looked up): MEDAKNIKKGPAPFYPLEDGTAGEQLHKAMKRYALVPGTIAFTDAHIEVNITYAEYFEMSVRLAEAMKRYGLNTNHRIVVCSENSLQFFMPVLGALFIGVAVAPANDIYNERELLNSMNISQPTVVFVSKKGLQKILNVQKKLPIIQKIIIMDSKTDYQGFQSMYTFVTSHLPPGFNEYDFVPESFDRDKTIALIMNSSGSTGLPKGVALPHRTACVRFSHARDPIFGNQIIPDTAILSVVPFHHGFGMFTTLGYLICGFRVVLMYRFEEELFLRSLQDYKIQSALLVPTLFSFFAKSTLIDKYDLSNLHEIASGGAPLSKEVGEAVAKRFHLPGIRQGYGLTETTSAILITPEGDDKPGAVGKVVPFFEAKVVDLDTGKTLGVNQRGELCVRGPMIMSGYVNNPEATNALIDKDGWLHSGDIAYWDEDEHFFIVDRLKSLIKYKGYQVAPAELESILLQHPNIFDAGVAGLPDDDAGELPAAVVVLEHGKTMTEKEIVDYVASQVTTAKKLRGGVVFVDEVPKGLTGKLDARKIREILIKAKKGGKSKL
NF-kB expr up: activators of NF-kB expression in neurons, primary screen, cell-based, HTS | human neuronal cells, NF-kB reporter expression; stronger effect = higher value | fold change at 12.5 µM | 190,000 tested, 1.6% active; in the data active = fold change above about 3.3
Hsp70 act: Hsp70 transcriptional activators, primary screen, cell-based, HeLa, Hsp70 promoter luciferase, luminescence, 10 µM. HeLa Hsp70 promoter luciferase reporter; scaled: vehicle 0, proteasome-inhibitor control 100%. activation, % at 10 µM. 200,000 tested, 0.04% active. AID 1203, 2008;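 active = activation above the mean across all tested compounds plus 3 SD, cutoff set per campaign, cut at about 5.5% in these data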;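 also: 100% = MG132 at 30 µM as the positive control and 0% = DMSO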
APP 5'UTR act: activators of APP 5'UTR luciferase reporter, primary screen, SH-SY5Y cells. SH-SY5Y APP 5'UTR luciferase reporter, luminescence; zero percent = DMSO vehicle wells. activation, % at 2 µM. 190,000 tested, 1% active;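 active = activation above a set limit, based on mean plus 3 SD of controls, cut at about 140% in these data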; also: values of inactives mirror those of a sister screen read the other way
STAT1 act: STAT1 signaling activators, primary screen, cell-based, HTS, luciferase reporter. 200,000 tested, 2.6% active. activation (% of control), % at 5.5 µM. NIH 3T3 STAT1-luciferase reporter, IFN-gamma, luminescence; 100% = IFN-gamma alone, no compound;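 active = activation above the screen-wide mean activation plus 3 SD, cut at about 130% in these data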;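 also: raw ratio to IFN-gamma control signal so 100% means no change and 0% no light; values of inactives mirror those of a sister screen read the other way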
STAT3 act: IL-6 driven STAT3 reporter potentiators, primary screen, U3A cells, luciferase, luminescence, MLSCN library; activation (% of control), % at 5.6 µM; 190,000 tested, 0.91% active; IL-6 STAT3-luciferase reporter; 100% = signal with IL-6 EC80 alone;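 active = activation above the screen-wide mean of compound activation plus 3 SD, cut at about 130% in these data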;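 also: 0% = background luminescence of wells with medium and substrate only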
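Material: STAT3-luciferase reporter U3A cells; Probe or stimulus: IL-6 (33 ng/mL); Incubation: compound pre-incubation 1 h before IL-6, then 6 h stimulation at 37 °C; Technique: luminescence from STAT3-driven luciferase reporter; Evaluation: % activation versus median of IL-6-stimulated wells; Controls: IL-6-only high control.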
STAT3 inh: IL-6 driven STAT3 reporter inhibitors, primary screen, U3A cells, luciferase, luminescence, MLSCN library; IL-6 STAT3-luciferase reporter; host cell line lacks STAT1; inhibition, % at 5.5 µM; 190,000 tested, 0.89% active;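 active = inhibition above the mean inhibition across all screened compounds plus 3 SD, cut at about 44% in these data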;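 also: 0% = DMSO only wells and 100% = 100 µM nifuroxazide control wells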
STAT1 inh: STAT1 signaling inhibitors, primary screen, cell-based, HTS, luciferase reporter | NIH 3T3 STAT1-luciferase reporter, IFN-gamma, luminescence | inhibition, % at 5.5 µM | 200,000 tested, 0.35% active;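 active = inhibition above a set limit, the mean inhibition across all tested compounds plus 3 SD, cut at about 34% in these data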;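 also: 0% = IFN-gamma with DMSO and 100% = IFN-gamma with 300 µM nifuroxazide; values of inactives mirror those of a sister screen read the other way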
* hit, by the source's call.

What do the screens show for `Cc1csc(NC(=O)Cc2ccccc2[N+](=O)[O-])n1`?
APP transl inh: -40; RAM inhibit: 0.0; FLuc inh counter: -3; NF-kB expr up: 1.1; Hsp70 act: 0.2; APP 5'UTR act: 40; STAT1 act: 95; STAT3 act: 104; STAT3 inh: -3; STAT1 inh: 5

Results for CC1Sc2ccc(C(=O)O)cc2NC1=O (stereo not drawn) ?
APP transl inh: -9; RAM inhibit: 0.6; FLuc inh counter: 1; NF-kB expr up: 1; Hsp70 act: -0.3; APP 5'UTR act: 9; STAT1 act: 104; STAT3 act: 100; STAT3 inh: 1; STAT1 inh: -4

Results for COc1ccc(/C=C2\C(=O)NC(=S)N2C(=O)c2ccc(F)cc2)cc1 ?
APP transl inh: 4; RAM inhibit: 3.4; FLuc inh counter: 4; NF-kB expr up: 0.96; Hsp70 act: -0.1; APP 5'UTR act: -4; STAT1 act: 110; STAT3 act: 102; STAT3 inh: -6; STAT1 inh: -11

Results for COc1c(F)c(F)c(C(=O)Nc2ccc(NC(=O)Cc3ccccc3)cc2)c(F)c1F ?
APP transl inh: 26; RAM inhibit: 4.2; FLuc inh counter: -6; NF-kB expr up: 1.2; Hsp70 act: -0.1; APP 5'UTR act: -26; STAT1 act: 100; STAT3 act: 94; STAT3 inh: 11; STAT1 inh: -1

Results for Cc1ccc(-c2ccc(S(=O)(=O)NCC3CCCO3)cc2)cc1 (stereo not drawn) ?
APP transl inh: 2; RAM inhibit: 1.2; FLuc inh counter: -7; NF-kB expr up: 0.93; Hsp70 act: -0.3; APP 5'UTR act: -1; STAT1 act: 95; STAT3 act: 90; STAT3 inh: 16; STAT1 inh: 3

Results for Cc1occc1C(=O)NNC(=O)C1CCCC1 ?
APP transl inh: -6; RAM inhibit: 0.3; FLuc inh counter: -2; NF-kB expr up: 0.98; Hsp70 act: -0.4; APP 5'UTR act: 6; STAT1 act: 97; STAT3 act: 87; STAT3 inh: 20; STAT1 inh: 3

What do the screens show for `Cc1oc(-c2ccc(Cl)cc2)nc1CN1CCC(C(=O)NCc2cccs2)CC1`?
APP transl inh: 0; RAM inhibit: 0.8; FLuc inh counter: -4; NF-kB expr up: 0.94; Hsp70 act: -0.2; APP 5'UTR act: 0; STAT1 act: 97; STAT3 act: 95; STAT3 inh: 10; STAT1 inh: 3

What do the screens show for `CCn1cc(C(=O)N2CCN(c3ccccn3)CC2)c(=O)c2cc(S(=O)(=O)N(C)C3CCCCC3)ccc21`?
APP transl inh: 4; RAM inhibit: -1.1; FLuc inh counter: -5; NF-kB expr up: 0.72; Hsp70 act: -0.4; APP 5'UTR act: -4; STAT1 act: 97; STAT3 act: 99; STAT3 inh: 9; STAT1 inh: 3

How did Cc1ccccc1C(=O)Nc1ccccc1C(=O)NCc1ccccc1 do in these assays?
APP transl inh: -3; RAM inhibit: 3.6; FLuc inh counter: 1; NF-kB expr up: 0.77; Hsp70 act: -0.3; APP 5'UTR act: 3; STAT1 act: 101; STAT3 act: 102; STAT3 inh: -2; STAT1 inh: -1

What do the screens show for `O=C(NNS(=O)(=O)c1ccc(C(=O)NC2CCCC2)cc1)c1ccncc1`?
APP transl inh: 12; RAM inhibit: 0.4; FLuc inh counter: -6; NF-kB expr up: 1.2; Hsp70 act: -0.2; APP 5'UTR act: -12; STAT1 act: 93; STAT3 act: 102; STAT3 inh: -3; STAT1 inh: 8

How did O=C(Nc1ccc(Cl)cc1)N1CCOC12CCCCC2 do in these assays?
APP transl inh: -7; RAM inhibit: 1.6; FLuc inh counter: 1; NF-kB expr up: 1.1; Hsp70 act: -0.1; APP 5'UTR act: 7; STAT1 act: 96; STAT3 act: 97; STAT3 inh: 8; STAT1 inh: 1

What do the screens show for `COCCN(CC(=O)NC1CCCCC1)C(=O)c1csnn1`?
APP transl inh: -6; RAM inhibit: 1.4; FLuc inh counter: 0; NF-kB expr up: 0.95; Hsp70 act: -0.2; APP 5'UTR act: 5; STAT1 act: 107; STAT3 act: 105; STAT3 inh: 2; STAT1 inh: -8

3 entries out of the list, sorted by length of the SMILES, smallest number first.
What do the screens show for `Cc1csc(NC(=O)Cc2ccccc2[N+](=O)[O-])n1`?
APP transl inh: -40; RAM inhibit: 0.0; FLuc inh counter: -3; NF-kB expr up: 1.1; Hsp70 act: 0.2; APP 5'UTR act: 40; STAT1 act: 95; STAT3 act: 104; STAT3 inh: -3; STAT1 inh: 5

How did Cc1ccccc1C(=O)Nc1ccccc1C(=O)NCc1ccccc1 do in these assays?
APP transl inh: -3; RAM inhibit: 3.6; FLuc inh counter: 1; NF-kB expr up: 0.77; Hsp70 act: -0.3; APP 5'UTR act: 3; STAT1 act: 101; STAT3 act: 102; STAT3 inh: -2; STAT1 inh: -1

Results for Cc1ccc(-c2ccc(S(=O)(=O)NCC3CCCO3)cc2)cc1 (stereo not drawn) ?
APP transl inh: 2; RAM inhibit: 1.2; FLuc inh counter: -7; NF-kB expr up: 0.93; Hsp70 act: -0.3; APP 5'UTR act: -1; STAT1 act: 95; STAT3 act: 90; STAT3 inh: 16; STAT1 inh: 3

Next compounds.
Results for CC(=O)Nc1cccc(C(=O)N/N=C/c2ccc(C)o2)c1 ?
APP transl inh: -7; RAM inhibit: -0.2; FLuc inh counter: 3; NF-kB expr up: 1.2; Hsp70 act: -0.2; APP 5'UTR act: 7; STAT1 act: 95; STAT3 act: 95; STAT3 inh: 8; STAT1 inh: 4

How did Cc1ccccc1-n1c(=O)cc(N2CCc3ccccc32)[nH]c1=O do in these assays?
APP transl inh: -8; RAM inhibit: 0.8; FLuc inh counter: -4; NF-kB expr up: 1.3; Hsp70 act: -0.2; APP 5'UTR act: 8; STAT1 act: 99; STAT3 act: 108; STAT3 inh: 0; STAT1 inh: 2

How did O=C(CN1C(=O)NC2(CCCCC2)C1=O)Nc1ccc(N2CCOCC2)cc1 do in these assays?
APP transl inh: 9; RAM inhibit: 1.1; FLuc inh counter: 0; NF-kB expr up: 1.1; Hsp70 act: -0.1; APP 5'UTR act: -9; STAT1 act: 100; STAT3 act: 90; STAT3 inh: 15; STAT1 inh: 0

How did NC(=O)c1ccc(SCC(=O)NC2CCCCC2)c([N+](=O)[O-])c1 do in these assays?
APP transl inh: -9; RAM inhibit: 0.8; FLuc inh counter: -4; NF-kB expr up: 0.98; Hsp70 act: -0.1; APP 5'UTR act: 9; STAT1 act: 101; STAT3 act: 101; STAT3 inh: 0; STAT1 inh: -1

How did CC(=O)NC(=S)Nc1ccc(N2CCOCC2)c(S(=O)(=O)Nc2cc(Cl)ccc2Cl)c1 do in these assays?
APP transl inh: -6; RAM inhibit: 2.6; FLuc inh counter: 0; NF-kB expr up: 1.2; Hsp70 act: -0.1; APP 5'UTR act: 6; STAT1 act: 94; STAT3 act: 102; STAT3 inh: 3; STAT1 inh: 4

Results for C=CCN(CC=C)Cc1nc(N)nc(Nc2ccccc2C)n1 ?
APP transl inh: -4; RAM inhibit: 2.5; FLuc inh counter: -5; NF-kB expr up: 1; Hsp70 act: -0.1; APP 5'UTR act: 4; STAT1 act: 101; STAT3 act: 99; STAT3 inh: 6; STAT1 inh: -1

What do the screens show for `COc1nc(OCCNC(=O)Nc2ccccc2)nc(N(C)C)n1`?
APP transl inh: -2; RAM inhibit: 1.5; FLuc inh counter: -2; NF-kB expr up: 1.1; Hsp70 act: 3.5; APP 5'UTR act: 2; STAT1 act: 96; STAT3 act: 84; STAT3 inh: 27; STAT1 inh: 5

How did COc1ccc(NC(=O)C2CCCO2)cc1 (stereo not drawn) do in these assays?
APP transl inh: -5; RAM inhibit: 2.6; FLuc inh counter: -1; NF-kB expr up: 1.2; Hsp70 act: -0.3; APP 5'UTR act: 5; STAT1 act: 95; STAT3 act: 99; STAT3 inh: 5; STAT1 inh: 6

How did CCCN1CCCc2cc(CN)ccc21 do in these assays?
APP transl inh: 0; RAM inhibit: 1.6; FLuc inh counter: -7; NF-kB expr up: 0.63; Hsp70 act: 0.1; APP 5'UTR act: 0; STAT1 act: 85; STAT3 act: 87; STAT3 inh: 24; STAT1 inh: 16

How did CCOC(=O)CC1=C(C(=O)OCC)C(c2cccnc2)C(C#N)=C(N)O1 (stereo not drawn) do in these assays?
APP transl inh: 13; RAM inhibit: -0.3; FLuc inh counter: -6; NF-kB expr up: 1.2; Hsp70 act: -0.3; APP 5'UTR act: -13; STAT1 act: 93; STAT3 act: 103; STAT3 inh: -3; STAT1 inh: 8

How did COc1ccc2c(CC(=O)NCCN3C(=O)S/C(=C\c4cccnc4)C3=O)coc2c1 do in these assays?
APP transl inh: -34; RAM inhibit: 1.1; FLuc inh counter: 5; NF-kB expr up: 0.91; Hsp70 act: 0.0; APP 5'UTR act: 34; STAT1 act: 102; STAT3 act: 98; STAT3 inh: 4; STAT1 inh: -4

What do the screens show for `O=C(CN1C(=O)COc2ccccc21)NCCCN1CCN(Cc2ccccc2)CC1`?
APP transl inh: -10; RAM inhibit: 1.4; FLuc inh counter: -7; NF-kB expr up: 0.82; Hsp70 act: 0.0; APP 5'UTR act: 10; STAT1 act: 106; STAT3 act: 103; STAT3 inh: -2; STAT1 inh: -1

How did O=C(Cn1nnc2ccccc21)Nc1ccccc1[N+](=O)[O-] do in these assays?
APP transl inh: -2; RAM inhibit: 5.1; FLuc inh counter: -6; NF-kB expr up: 1.4; Hsp70 act: -0.1; APP 5'UTR act: 2; STAT1 act: 93; STAT3 act: 106; STAT3 inh: -6; STAT1 inh: 7

What do the screens show for `CCOC(=O)N1CCC(NC(=O)C2CCCN(C(=O)c3cc4sccc4n3C)C2)CC1` (stereo not drawn)?
APP transl inh: 5; RAM inhibit: 2.7; FLuc inh counter: -7; NF-kB expr up: 0.92; Hsp70 act: -0.1; APP 5'UTR act: -5; STAT1 act: 96; STAT3 act: 93; STAT3 inh: 13; STAT1 inh: 5

How did CCN1CCN(c2nc(C)c3c(n2)CC(C)CC3=O)CC1 (stereo not drawn) do in these assays?
APP transl inh: -14; RAM inhibit: -0.8; FLuc inh counter: -8; NF-kB expr up: 1.1; Hsp70 act: 0.0; APP 5'UTR act: 14; STAT1 act: 92; STAT3 act: 106; STAT3 inh: -2; STAT1 inh: 7

What do the screens show for `O=S(=O)(Nc1cc(S(=O)(=O)N2CCOCC2)ccc1N1CCOCC1)c1ccc2c(c1)OCCO2`?
APP transl inh: -18; RAM inhibit: 1.8; FLuc inh counter: 2; NF-kB expr up: 1.1; Hsp70 act: -0.3; APP 5'UTR act: 18; STAT1 act: 104; STAT3 act: 97; STAT3 inh: 5; STAT1 inh: -5
